Vif-APOBEC3G blk: Vif-A3G binding inhibition; Q9HC16; Potency, µM (top dose mostly 46.1 µM), without a hit: top-dose activity, negative = active, actives largely listed as inhibitors; actives 0.076% (n = 410,000); HeLa A3G-eYFP + Vif (tagged APOBEC3G with the HIV-1 protein that degrades it), YFP fluorescence, overnight;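 further: on the % scale 0 is the no-effect control and ±100 the full control effect; nearly all actives have a fitted effect of over 60% in size; hits raise eYFP signal because A3G escapes Vif-driven loss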
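Read-out is eYFP fluorescence (Ex 488/Em 500-530) from Vif-expressing HeLa A3G-eYFP cells; more signal means A3G escaped Vif-mediated degradation. Cells plated overnight, compound pinned in, incubated overnight at 37 deg C.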
RXFP1 ag: agonists of human relaxin receptor RXFP1 | Q9HBX9 | Potency, µM (titrated, usually from 57.5 µM), inactives show at the top dose activation, most hits filed as activators | HEK293T-RXFP1 cAMP TR-FRET, 30 min; response scale: percent of porcine relaxin response, buffer zero | actives 0.3% (n = 370,000); further: on the % scale 0 is the no-effect control and ±100 the full control effect; nearly all actives have a fitted effect of over 60% in size; many of its hits are not listed in these tables
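HEK293T cells stably expressing RXFP1 were pretreated with the PDE4 inhibitor Ro 20174, exposed to compounds for 30 min at 37C, lysed, and cAMP was read by TR-FRET. Data normalized to buffer (basal) and 29 nM porcine relaxin (100%).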
USP1-UAF1 inh: USP1/UAF1 (human) deubiquitinase inhibition; Potency, µM (doses to about 57.1 µM), without a hit: top-dose activity change, negative = inhibition, usual class: inhibitors; recombinant USP1/UAF1, Ub-Rhodamine cleavage fluorescence; O94782; AID 743255; actives 0.23% (n = 390,000); further: on the % scale 0 is the no-effect control and ±100 the full control effect; nearly all actives have a fitted effect of over 60% in size; inactives centre near -12
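USP1/UAF1 complex at 1 nM was preincubated with compound for 15 min at room temperature, then Ub-Rho substrate (150nM final) was added. Fluorescence (480/540 nm) was read kinetically, 6 reads every 60 seconds.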
RGS4 inh: blocks human RGS4-accelerated GTP hydrolysis. Potency, µM (series often up to 114 µM), for inactives: at the highest dose activity change, negative = inhibition, usual class: inhibitors. Transcreener GDP fluorescence polarization, RGS4-accelerated GTP hydrolysis. actives 0.039% (n = 390,000). P49798. AID 504845; further: on the % scale 0 is the no-effect control and ±100 the full control effect; nearly all actives have a fitted effect of over 75% in size; some results filed as inactive show a strong effect at the top dose
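MLSMR compounds (23 nl, pin-transferred) preincubated 10 min at room temperature with a 500nM (2x) first reagent, then RGS4 at 900nM (2x) plus Transcreener GDP mix added; fluorescence polarization (620/688 nm) read before and after 90 min at 30 °C.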
rTrxR1 inhibitor: inhibitors of rat thioredoxin reductase 1. recombinant rTrxR1, NADPH fluorescence consumption, selenite substrate. O89049. actives 1% (n = 390,000). Potency, µM (top dose mostly 114 µM), inactives show top-dose activity change, negative = inhibition, usual class: inhibitors; further: on the % scale 0 is the no-effect control and ±100 the full control effect; nearly all actives have a fitted effect of over 65% in size
Target sequence (O89049 whole entry, looked up): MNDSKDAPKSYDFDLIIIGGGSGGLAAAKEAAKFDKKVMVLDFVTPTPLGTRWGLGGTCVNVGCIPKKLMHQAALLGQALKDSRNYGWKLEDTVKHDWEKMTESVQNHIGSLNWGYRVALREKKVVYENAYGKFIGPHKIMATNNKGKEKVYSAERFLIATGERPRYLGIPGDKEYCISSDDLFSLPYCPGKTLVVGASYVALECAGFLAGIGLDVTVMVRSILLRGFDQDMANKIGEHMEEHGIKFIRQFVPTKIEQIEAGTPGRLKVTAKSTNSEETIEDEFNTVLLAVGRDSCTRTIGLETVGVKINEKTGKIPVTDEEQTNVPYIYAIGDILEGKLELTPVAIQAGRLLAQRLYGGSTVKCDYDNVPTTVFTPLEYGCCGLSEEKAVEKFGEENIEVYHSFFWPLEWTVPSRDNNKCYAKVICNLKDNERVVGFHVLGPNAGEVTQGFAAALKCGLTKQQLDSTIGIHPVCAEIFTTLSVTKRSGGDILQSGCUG
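Rat TrxR1 (90 nM in the dispensed reagent) was pre-reduced with 400 uM NADPH for 5 min at room temperature, then incubated with compound for 15 min. After 400 uM selenite was added, NADPH fluorescence (Ex 340/Em 450 nm) was followed for 8 min.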
ALOX12 inh: ALOX12 (human) lipoxygenase inhibition; P18054; purified 12hLO, xylenol orange hydroperoxide absorbance; Potency, µM (series often up to 108 µM), for the others: at the highest dose activity change, negative = inhibition, usual class: inhibitors; actives 1.1% (n = 580,000); further: on the % scale 0 is the no-effect control and ±100 the full control effect
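Purified human 12hLO (150 nM final) in 25 mM Hepes, 0.01% Triton X-100, pH 7.0 was preincubated 15 min at room temperature with compound. Then 40 uM arachidonic acid was added, 30 min. Hydroperoxide was read by Fe-XO absorbance ratio 573/405 nm.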
Vif-A3F inh: blocks the Vif interaction with APOBEC3F. HeLa A3F-eYFP + Vif (tagged APOBEC3F with the HIV-1 protein that degrades it), YFP fluorescence increase. Potency, µM (series often up to 46.1 µM), for inactives: at the top dose activity, negative = active. actives 0.2% (n = 390,000). AID 602313; further: % of control where 0% means no effect; nearly all actives have a fitted effect of over 65% in size
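Fluorescence increase (Ex 488/Em 500-530) after overnight compound treatment at 37 deg C flags inhibition of Vif-driven A3F-eYFP loss in stable HeLa A3F-eYFP/Vif cells seeded overnight beforehand.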
IDH1 R132H inh: human IDH1 R132H inhibition | O75874 | IDH1-R132H enzyme, NADPH consumption, diaphorase/resazurin fluorescence | Potency, µM (doses to about 76.6 µM), inactives show at the top dose activity change, negative = inhibition, most hits filed as inhibitors | actives 0.093% (n = 390,000); further: on the % scale 0 is the no-effect control and ±100 the full control effect; nearly all actives have a fitted effect of over 65% in size
Target sequence (O75874 whole entry R132H, stated change not applied): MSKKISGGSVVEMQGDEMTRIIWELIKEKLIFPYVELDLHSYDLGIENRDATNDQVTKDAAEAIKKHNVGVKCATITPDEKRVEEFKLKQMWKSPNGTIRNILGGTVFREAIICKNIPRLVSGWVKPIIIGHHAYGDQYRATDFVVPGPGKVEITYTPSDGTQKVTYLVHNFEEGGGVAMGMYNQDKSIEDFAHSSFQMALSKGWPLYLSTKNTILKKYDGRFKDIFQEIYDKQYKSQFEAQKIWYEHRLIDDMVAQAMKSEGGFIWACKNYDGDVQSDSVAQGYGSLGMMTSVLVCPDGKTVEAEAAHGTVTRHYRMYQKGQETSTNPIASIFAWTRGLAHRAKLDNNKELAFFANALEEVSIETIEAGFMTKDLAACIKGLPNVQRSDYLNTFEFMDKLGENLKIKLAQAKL
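IDH1-R132H (0.5 ug/mL) preincubated 30 min with compound, then NADPH (0.016 mM) and alpha-KG (2 mM) added; 80 min at RT, pH 7.5. Remaining NADPH coupled via diaphorase/resazurin to fluorescence (540/590 nm); concentration-response curves normalized to no-enzyme control.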
TrxR1 substrate: rat thioredoxin reductase 1 substrate activity. O89049. Potency, µM (series often up to 114 µM), without a hit: at the top dose activity change, negative = substrate turnover. actives 0.01% (n = 390,000). purified TrxR1 substrate turnover, NADPH consumption readout. AID 588456; further: on the % scale 0 is the no-effect control and ±100 the full control effect; nearly all actives have a fitted effect of over 50% in size
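Rat TrxR1, dispensed at 90 nM, was prereduced with 400 uM NADPH (final) for 5 min at ~22 deg C, then incubated with compound 15 min before 400 uM selenite. A first-read NADPH fluorescence drop versus no-compound background flagged substrates.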
* hit, by the source's call; ? = inconclusive; . = no result given; & = joins results of further samples; [ ] = dose if it differs, or a comment. The call rests on the fitted dose curve; in most records, active means well fitted curve in the direction sought with a large enough effect; inconclusive means small, poorly fitted or top-dose-only effect, or another doubt; inactive means no such curve, though single readings can be large; an effect the other way counts as inactive or inconclusive. Potency means the concentration at half of the fitted maximal effect. This is a subset (hit frequency here may not be typical).

Preview:
smiles | Vif-APOBEC3G blk | RXFP1 ag | USP1-UAF1 inh | RGS4 inh | rTrxR1 inhibitor | ALOX12 inh | Vif-A3F inh | IDH1 R132H inh | TrxR1 substrate
COc1ccc(C2=NN(C(=O)CSc3nc(=O)n4cc(C)ccc4n3)C(c3ccc(C)cc3)C2)cc1 (stereo not given) | -2% | 1.9% | -10% | -30% | 7% | -21% | 2% | 2% | 9%
COC(=O)c1cccc(NC(=O)CSc2nnc(-c3ccco3)o2)c1 | 3% | 0.2% | -20% | 8% | -7% | 1% | 2% | 7% | -8%

The listing, from the start:
smiles | Vif-APOBEC3G blk | RXFP1 ag | USP1-UAF1 inh | RGS4 inh | rTrxR1 inhibitor | ALOX12 inh | Vif-A3F inh | IDH1 R132H inh | TrxR1 substrate
COc1ccc(C2=NN(C(=O)CSc3nc(=O)n4cc(C)ccc4n3)C(c3ccc(C)cc3)C2)cc1 (stereo not given) | -2% | 1.9% | -10% | -30% | 7% | -21% | 2% | 2% | 9%
COC(=O)c1cccc(NC(=O)CSc2nnc(-c3ccco3)o2)c1 | 3% | 0.2% | -20% | 8% | -7% | 1% | 2% | 7% | -8%
CN(C)CCC=C1c2ccccc2C=Cc2ccccc21 | 0% | 0.5% | -16% | -13%[56.9 µM] | 4%[57.1 µM] | -3% | 6% | -4% | 5%[57.1 µM]
CC(=O)c1ccc(NC(=O)C(C)OC(=O)CCN=C2NS(=O)(=O)c3ccccc32)cc1 (stereo not given) | 3% | -0.5% | -4% | -1% | -6% | 0% | -5% | -2% | -11%
O=C(O)COc1ccccc1C1C2C(=O)N(c3ccccc3)C(=O)C2ON1c1ccccc1 (stereo not given) | 1% | 0.6% | -16% | -26%[11.4 µM] | 1%[57.1 µM] | 137%[activator] | 1% | -2% | -7%[57.1 µM]
O=C(CN1C(=O)c2ccccc2C1=O)Nc1sc2c(c1C(=O)NCC1CCCO1)CCC2 (stereo not given) | 5% | 0.3% | 8% | -10% | ? | -4% | -1% | 1% | 6%
CCCCN1C(=O)C2ON(c3ccccc3C)C(c3ccco3)C2C1=O (stereo not given) | 2% | 0.2% | ? | 16% | 25% | ? | -7% | 20% | -2%
CCCCC(CC)C(=O)Nc1cc(C(=O)NCCC)ccc1N1CCC2(CC1)CC(c1ccccc1)=NO2 (stereo not given) | -1% | -0.1% | -8% | 9% | 13% | -10% | 2% | -3% | 4%
Cc1c(C(=O)Nc2cccc(C(F)(F)F)c2)oc2ccc3c(c12)C(=O)CC(C)(C)O3 | -4% | 2.8% | -37% | -11% | 9% | 0% | 0% | -6% | 17%
O=C(Nc1cccnc1Cl)c1cc(-c2cccc(Cl)c2)on1 | -3%&3% | 24%&17% | -7%&-7% | 24%&15% | 45%&12%[activator] | 13%&-9% | 10%&10% | 1%&-10% | 14%&6%
O=C(Cc1ccc(Cl)c(Cl)c1)OCC(=O)c1ccc[nH]1 | -21% | 5.5% | -19% | -39% | 25%[57.1 µM] | 0% | 4% | 28% | 19%[57.1 µM]
COc1cccc(CNC(=O)c2ccc(-c3nc(CS(=O)(=O)c4ccccc4)c(C)o3)cc2)c1 | 3% | -1.2% | -21% | -21% | 2% | -22% | -6% | -5% | 15%
Nc1nc(CSCCO)nc(Nc2ccc(F)cc2)n1 | 1% | 1.2% | -14% | -11% | -1%[57.1 µM] | -22% | 2% | -8% | -4%[57.1 µM]
CC(O)CNc1nc2ccccc2n1-c1ncnc2sc3c(c12)CCC3 (stereo not given) | 2% | -1.7% | -1% | -29% | 22%[57.1 µM] | -13% | -5% | 1% | 2%[57.1 µM]
CCOc1ccc2oc(=O)cc(C)c2c1 | -3% | 0.2% | -5% | 17% | 37%[11.4 µM] | 94%[activator] | -8% | 12% | 25%[57.1 µM]
CN(C)C(=O)CCc1ccc2c3c([nH]c2c1)[C@]1(C)[C@@H](C(=O)N2CCCCC2)C[C@H](CC(=O)NCc2ccco2)C(=O)N1CC3 | -2% | . | -24% | -4% | 8% | -17% | 6% | 3%[38.3 µM] | 7%
COc1ccc(NC(=O)C2=CC(c3cccs3)=NS(=O)(=O)N2C)cc1 | 1%&-2% | -1.2%&-5.7% | -16%&-15% | 21%&-2% | -3%[57.1 µM] | 1%[57.4 µM] | 9%&4% | 0%&-15% | 0%[57.1 µM]
O=C(O)c1ccc2c(c1)C(=O)N(C(Cc1ccc(O)cc1)C(=O)O)C2=O (stereo not given) | -4% | -0.1% | -23% | -24% | 0% | 0% | 3% | 14% | -6%
COc1ccccc1N1CCN(C(=O)CN2C(=O)c3ccccc3C2=O)CC1 | -1% | 0.6% | -11% | 2% | 18% | -18% | 18% | 9% | 3%
COc1cc(CNCCN2CCOCC2)ccc1OCC(=O)NC(C)(C)C | -6% | 2.5% | -19% | -10% | 9% | -14% | 0% | 5% | -1%
Cc1cc(-n2c(=O)c(C#N)cc3c(=O)n4cccc(C)c4nc32)no1 | 2% | 5.3% | -11% | -19% | ? | -20% | -8% | 11% | 619%[activator]
CC(NC(=O)CN1C(=O)COc2ccc(S(=O)(=O)N3CCCCCC3)cc21)c1ccccc1 (stereo not given) | -5% | -1.7% | -18% | -18% | 13% | -25% | -1% | 5% | 4%
Cc1ccc(S(N)(=O)=O)cc1NC(=O)/C=C/c1ccc2c(c1)OCO2 | -2% | -2.6% | 0% | -3% | 9%[57.1 µM] | -7% | -9% | 7% | 4%[57.1 µM]
CCC(=O)Nc1cccc(-c2cnc3ccccc3n2)c1 | 0% | 2.1% | -22% | -29% | -8% | -21% | -4% | 7% | -4%
O=C(Oc1ccc(Cl)c2cccnc12)c1cccnc1 | -13% | 0.5% | -16% | -16% | 13%[57.1 µM] | 0% | -3% | -2% | -4%[57.1 µM]
Cc1ccc(-n2nnnc2SCC(=O)N2CC(=O)Nc3ccccc32)cc1 | -3% | 2.1% | -7% | 0% | -28% | 0% | -1% | -3% | 1%
CC(C)Cc1nc(SCC(=O)NCc2ccccc2)n[nH]1 | 0% | -0.3% | -12% | -13% | 25%[57.1 µM] | 9% | 4% | 12% | 2%[57.1 µM]
O=C(NC1CCCCC1)N1CCC(c2nc3ccccc3[nH]2)CC1 | -1% | -1.2% | 7% | 12% | 18% | 5% | -21% | 1% | -1%
COc1cc(OC)cc(C(=O)NNC(=O)CCNC(=O)c2ccc(Br)cc2)c1 | 5% | . | -9% | 11% | 10% | 392%[activator] | 4% | 3% | 6%
O=C(c1ccc(Br)cc1)N1CCC(c2nc3ccccc3s2)CC1 | 3% | 1.1% | -10% | -20% | 6% | -1% | 1% | 19% | -1%
COc1cc(/C=C(/C#N)c2nc3ccccc3[nH]2)ccc1Oc1ncccc1[N+](=O)[O-] | ? | -0.3% | -14% | -4% | 14% | 2% | -2% | 1% | 4%
O=C(O)CCC(=O)Nc1ccc(OCC2CCCO2)cc1 (stereo not given) | 0% | -3.4% | -7% | 23% | 18% | -13% | 2% | -1% | 3%
O=C(NCc1ccco1)c1ccc(=O)oc1 | 3% | -0.5% | -17% | -12% | -17% | -4% | -10% | 8% | -18%
COc1ccc(CNC(=O)c2ccc(NC(=O)C3CCCO3)cc2)cc1 (stereo not given) | 1% | -1.0% | -10% | 1% | 22%[57.1 µM] | -12% | 2% | -5% | 2%[57.1 µM]
CCOC(=O)c1c(NC(=O)C2c3ccccc3Oc3ccccc32)sc(C(N)=O)c1C | -2% | 3.3% | -12% | -21% | 13%[57.1 µM] | 0% | -19% | 3% | 5%[57.1 µM]
O=C(CC(NC(=O)c1ccccc1)c1ccccc1)NCc1ccccc1 (stereo not given) | -2% | . | -12% | -2% | 2% | -17% | 0% | 3% | -5%
O=C(c1cnc2n(c1=O)CCS2)N1CCCc2ccccc21 | 2% | -1.0% | -8% | 5% | 7%[57.1 µM] | 12% | -9% | 2% | 7%[57.1 µM]
CCCCC(CCC(=O)O)(C(=O)OCC)c1csc(N)n1 (stereo not given) | -2% | 2.2% | 2% | 1% | -10% | 49%[activator] | 0% | 1% | -5%
O=C(O)Cn1ncc2ccccc2c1=O | 1% | 2.1% | -17% | -26% | 3%[57.1 µM] | -18% | 1% | 1% | 3%[57.1 µM]
COc1ccccc1NC(=O)COC(=O)C1C2CC3OC(=O)C1C3C2 (stereo not given) | -1% | 1.2% | -25% | 9% | 26% | -21% | 2% | 9% | 9%
Cc1cc(C(=O)N/N=C/c2ccc(-c3cccc(Cl)c3Cl)o2)n[nH]1 | -1% | -0.1% | -9% | -22% | -19% | -14% | ? | 0% | -12%
CC(C)(C)S(=O)N1Cc2cc(=O)n(Cc3ccccc3)c(CCO)c2[C@@H]1CCO (stereo not given in full) | -2% | . | -20% | 1% | -11% | ? | -7% | 3%[38.3 µM] | 13%[2.29 µM]
C[C@H]1CN=C2N(CCNC(=O)CCC3CCCCC3)[C@H](Cc3ccc(O)cc3)CN21 | 1% | 1.5% | 4% | -1% | 0%[57.1 µM] | -22% | 3% | -13% | -4%
N#Cc1ccc(CSc2nnc(-c3cccnc3)o2)cc1 | -1% | 7.5% | -14% | -2% | -7% | 5% | 8% | 1% | -14%
Cc1ccc(NC(=O)c2sc3nc(-c4ccncc4)ccc3c2N)cc1 | ? | 3.8% | . | 12% | -13% | -21% | ? | -2% | -8%
CCOC(=O)C(=O)CC(=O)c1ccc2c(c1)OCCO2 | -1% | 0.5% | -7% | 0% | 10% | -10% | 0% | -1% | -3%

High-throughput results as filed in PubChem BioAssay.
